BL2 CD40 inh – inhibitors of CD40-induced NF-kB signaling, primary screen, BL2 cells, luciferase reporter, single point; CD40L-induced, 4 h; inhibition, % at 10 µM; actives 0.94% (n = 83,000); AID 1053188, 2014;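 active means mean inhibition of at least 50% with a set share of replicates also reaching that level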;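 further: 0% = neutral control wells and 100% = IKK inhibitor VII at 50 µM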
An asterisk follows results filed as active; & = joins results of further samples; [ ] = dose if it differs, or a comment. Some of the compounds tested, so the mix of outcomes need not match the whole.

SMILES | BL2 CD40 inh
CC1CCCN(S(=O)(=O)c2ccc3c(c2)OCCO3)C1 (stereo unspecified) | 7
C[C@H](CO)N1C[C@H](C)[C@@H](CN(C)Cc2ccc(Cl)c(Cl)c2)Oc2c(NC(=O)c3ccc(-c4nccs4)cc3)cccc2C1=O | -2[25 µM]
Cn1ncc2c1ncn1nc(COc3ccc4ccccc4c3)nc21 | 4
CC(=O)c1ccc(S(=O)(=O)Oc2ccc(C(=O)O)cc2Cl)cc1 | 5
CC(=O)N1[C@H](CO)[C@H](c2ccc(-c3ccccc3)cc2)[C@H]1CNC(=O)NC(C)C | -8[25 µM]
N#Cc1ccc(-c2ccc([C@@H]3[C@H](CO)N4C(=O)CNC[C@@H]34)cc2)cc1 | -12[25 µM]
O=C(Nc1ccccc1)c1ccc(NCC2CCCO2)c(S(=O)(=O)N2CCOCC2)c1 (stereo unspecified) | 0
Nc1c(N(CCO)C(=O)C2CCCC2)c(=O)[nH]c(=O)n1Cc1ccccc1 | 7
O=C(COC(=O)c1ccccn1)Nc1ccc(S(=O)(=O)N2CCOCC2)cc1 | 9
C[C@H]1CCCCO[C@H](CN(C)CC2CC2)[C@@H](C)CN([C@@H](C)CO)C(=O)c2cc(NC(=O)c3ccccc3)ccc2O1 | 12[25 µM]
O=S(CCc1ccncc1)Cc1ccccc1 (stereo unspecified) | 6
O=C(C[C@@H]1C[C@H]2c3cc(NC(=O)NC4CCCC4)ccc3O[C@H]2[C@@H](CO)O1)NCc1cccnc1 | 3
OC[C@H]1[C@H]2c3ccccc3NC[C@H]2N1Cc1ccccc1Cl | -3[25 µM]
COc1ccc(/C=N/NC(=O)Cn2nnc3ccccc32)cc1OC | -37
COc1cc(C(=O)NCc2ccc3c(c2)OCO3)ccc1OCc1c(C)noc1C | 1
Cc1ccccc1CN(c1ccc(C(=O)NCCC2=CCCCC2)cc1)S(C)(=O)=O | -3
COc1ccc(CN2CCCCN3[C@H](C2)[C@H](c2ccc(-c4ccc(OC)cc4)cc2)[C@@H]3CO)cc1 | -10[25 µM]
CN(C)S(=O)(=O)c1cccc(C(=O)Nc2cc(S(=O)(=O)N3CCOCC3)ccc2O)c1 | 6
CN(CC(=O)N1CCC(C(N)=O)CC1)S(=O)(=O)c1ccc2ccccc2c1 | 7
Cc1onc(-c2ccccc2Cl)c1C(=O)NCc1ccc(N2CCCC2=O)cc1 | 2

Among those listed so far, 9 contain nitrogen in an aromatic ring:
SMILES | BL2 CD40 inh
C[C@H](CO)N1C[C@H](C)[C@@H](CN(C)Cc2ccc(Cl)c(Cl)c2)Oc2c(NC(=O)c3ccc(-c4nccs4)cc3)cccc2C1=O | -2[25 µM]
Cn1ncc2c1ncn1nc(COc3ccc4ccccc4c3)nc21 | 4
Nc1c(N(CCO)C(=O)C2CCCC2)c(=O)[nH]c(=O)n1Cc1ccccc1 | 7
O=C(COC(=O)c1ccccn1)Nc1ccc(S(=O)(=O)N2CCOCC2)cc1 | 9
O=S(CCc1ccncc1)Cc1ccccc1 (stereo unspecified) | 6
O=C(C[C@@H]1C[C@H]2c3cc(NC(=O)NC4CCCC4)ccc3O[C@H]2[C@@H](CO)O1)NCc1cccnc1 | 3
COc1ccc(/C=N/NC(=O)Cn2nnc3ccccc32)cc1OC | -37
COc1cc(C(=O)NCc2ccc3c(c2)OCO3)ccc1OCc1c(C)noc1C | 1
Cc1onc(-c2ccccc2Cl)c1C(=O)NCc1ccc(N2CCCC2=O)cc1 | 2

Grouped by structure: the compounds so far containing an aryl methoxy group.
SMILES | BL2 CD40 inh
COc1ccc(/C=N/NC(=O)Cn2nnc3ccccc32)cc1OC | -37
COc1cc(C(=O)NCc2ccc3c(c2)OCO3)ccc1OCc1c(C)noc1C | 1
COc1ccc(CN2CCCCN3[C@H](C2)[C@H](c2ccc(-c4ccc(OC)cc4)cc2)[C@@H]3CO)cc1 | -10[25 µM]

Later entries.
SMILES | BL2 CD40 inh
COc1cccc(CNC(=S)NC2CC2)c1 | 6
CCc1cccc(OCCCCN(CC)CC)c1 | 15
COc1cc(C(=O)N2CCN(c3ccccc3)CC2)c2ccccc2n1 | 3
O=C(COc1ccc(S(=O)(=O)NC2CCCCC2)cc1)NC1CC1 | -1
CCN(CC(=O)Nc1ccc(NC(C)=O)cc1)C(=O)CCCOc1ccc(C(C)(C)C)cc1 | 0
COc1cc(CN2CC3(CN(S(=O)(=O)c4cccc(F)c4)C3)c3c([nH]c4cc(OC)ccc34)[C@H]2CO)cc(OC)c1 | 8[25 µM]
Cc1nc(-c2ccccc2)nc2sc(C(=O)c3ccc(F)cc3)c(N)c12 | 2
O=C(COC(=O)c1ccc(Cl)nc1)Nc1cccnc1Cl | 16
O=C(Nc1cccc(-n2cnnn2)c1)c1cccs1 | 0
CCOc1ccc(CCNC(=O)C2CC(=O)N(c3ccc4c(c3)OCCO4)C2)cc1OCC (stereo unspecified) | 5
O=C(COC(=O)[C@@H]1CCCN1S(=O)(=O)c1ccccc1F)NCc1ccc2c(c1)OCO2 | 21
O=C1c2ccccc2-c2nc3ccccc3nc21 | -118
CN(CC(=O)Nc1ccc(Cl)c(Cl)c1)C(=O)CN1C(=O)NC2(CCCC2)C1=O | 4
O=C(Nc1nccs1)[C@@H]1CCCN1C(=O)c1cccs1 | 5
O=C(C1CCN(CCc2ccccc2)CC1)N1CCOCC1 | -10
C=CCn1c(-c2csc3ccccc23)n[nH]c1=S | 9
CCCNC(=O)N1CC2(CN(Cc3cccc(F)c3)C2)c2c([nH]c3cc(OC)ccc23)[C@@H]1CO | 11[25 µM]
COC(=O)C[C@@H]1CC[C@@H]2[C@@H](COc3ccc(NC(=O)c4ccc(C(F)(F)F)cc4)cc3C(=O)N2C)O1 | 5[25 µM]
COc1cccc(CN2CCN(C3CCN(c4ccccc4F)CC3)CC2CCO)c1 (stereo unspecified) | 0
Cc1cc(Cl)ccc1OCCCC(=O)NCc1ccccn1 | 10
CC(C)NC(=O)N1CCCN(c2nc3ccc(Cl)cc3s2)CC1 | -9
COc1ccc(C(=O)N2CCSCC2)cc1OC1CCN(C(C)=O)CC1 | -6
O=C(c1ccccc1-n1cccn1)N1CCc2c([nH]c3ccccc23)C1c1ccccn1 (stereo unspecified) | -62
CO[C@@H]1CC[C@H]2CCOc3c(C#N)cccc3C(=O)N(C)CCCC(=O)N(C)C[C@@H]1O2 | 1[25 µM]
Cc1nn(-c2ccc([N+](=O)[O-])cc2)c2c1C(c1ccc(OC(F)F)cc1)N1C(=N2)C(=O)Nc2ccccc21 (stereo unspecified) | 13
CS(=O)(=O)N1C[C@@H](O)COC[C@H]2O[C@H](CC(=O)NCc3ccccc3)CC[C@@H]21 | -2[25 µM]
Cc1ncoc1C(=O)N1CCCC(C(=O)Nc2cccc(-c3ccc(F)cc3)c2)C1 (stereo unspecified) | 8
Cc1cc(C(=O)COC(=O)c2ccc(Cl)c(S(N)(=O)=O)c2)c(C)n1C1CC1 | -78
COc1ccccc1C1C2CCCCC2(O)CCN1CC(=O)Nc1ccccc1 (stereo unspecified) | 10&9
Cn1c(=O)c2c(ncn2CC(=O)Nc2nnc(Cc3ccccc3)s2)n(C)c1=O | 10
COc1ccc2nc(NC(=O)C3CSC4(C)CCC(=O)N34)sc2c1 (stereo unspecified) | -17
COC(=O)c1cn(CC(=O)NCc2cccs2)c2ccccc12 | -67
COc1cccc(S(=O)(=O)N(C)C[C@@H]2OCc3ccccc3-c3c(n(C)c4ccccc34)C(=O)N([C@H](C)CO)C[C@@H]2C)c1 | 62*[25 µM]
COc1ccccc1NC(=O)N1CC(=O)N2[C@@H](CO)[C@@H](c3ccc(C#CC(C)C)cc3)[C@@H]2C1 | 11[25 µM]
Cc1ccc2nc(NCCCO)[nH]c2c1 | -23
CN1CCc2c(sc(N)c2C(N)=O)C1 | 9
CO[C@@H]1CC[C@H]2CCOc3c(C#N)cccc3C(=O)N(C)C[C@@H](OC)[C@@H](C)C(=O)N(C)C[C@H]1O2 | 5[25 µM]
CC(C)Cn1nc(C(=O)OCC(=O)NCC(F)(F)F)c2ccccc2c1=O | 6
Cn1c(N)c(C(=O)CSc2nnc(C3CC3)n2Cc2ccccc2)c(=O)[nH]c1=O | -5
C[C@H]1CN([C@@H](C)CO)C(=O)c2ccccc2-c2ccccc2CO[C@@H]1CN(C)C(=O)Nc1cccc(F)c1 | -10

Arranged by SMILES length (rising): 3 of the compounds above
SMILES | BL2 CD40 inh
COc1ccccc1C1C2CCCCC2(O)CCN1CC(=O)Nc1ccccc1 (stereo unspecified) | 10&9
CO[C@@H]1CC[C@H]2CCOc3c(C#N)cccc3C(=O)N(C)CCCC(=O)N(C)C[C@@H]1O2 | 1[25 µM]
Cc1nn(-c2ccc([N+](=O)[O-])cc2)c2c1C(c1ccc(OC(F)F)cc1)N1C(=N2)C(=O)Nc2ccccc21 (stereo unspecified) | 13

The list continues.
SMILES | BL2 CD40 inh
O=C(COC(=O)CNS(=O)(=O)/C=C/c1ccccc1)Nc1cccc2ccccc12 | 9
Cc1nc2ccc([N+](=O)[O-])cc2nc1C | 8
O=C(CCNS(=O)(=O)c1ccccc1F)N1CCN(C(c2ccccc2)c2ccccc2)CC1 | 2
O=S(=O)(Nc1ccc2c(c1)OCO2)c1cccc(Br)c1 | 1
Cc1ccc(S(=O)(=O)CC(=O)Nc2sc(C)c(C)c2C(N)=O)cc1 | 2
CC(=O)N1CCCN(Cc2cn(-c3ccc(C)cc3)nc2-c2ccc(F)cc2)CC1 | 1
CCCC(C)NC(C)C(=O)NC1CCCC1 (stereo unspecified) | 16
O=C1CCCCC1c1cccc2ccccc12 (stereo unspecified) | 5
O=C(COC(=O)c1cncc(Br)c1)NCCC1=CCCCC1 | -6
CCOCCn1c(N2CCCC2)nc2c1c(=O)n(C)c(=O)n2C | 2
CC(OC(=O)CCN=C1NS(=O)(=O)c2ccccc21)C(=O)NC1CCCCC1C (stereo unspecified) | -14
O=C(Nc1ccc(C(F)(F)F)cc1)N1[C@@H]2CNC[C@H]1C2c1ccc(-c2cccnc2)cc1 (stereo partly specified) | -1&-3
CC(=O)N(C)C[C@H]1Oc2ccccc2C(=O)N(C)C[C@@H]1C | -1
COC(=O)c1ccc(S(=O)(=O)N(C2CCCCC2)C2CCCCC2)n1C | 29
CCC(CC)C(=O)Nc1cccc(C(=O)NCCc2ccccc2)c1 | -26
COc1ccccc1-c1ccccc1[C@H]1[C@@H](C#N)N(C(=O)CN(C)C)[C@H]1CO | -15[25 µM]
Cc1nc2cc(C(=O)OCC(=O)NC3CCS(=O)(=O)C3)ccc2n1-c1ccccc1 (stereo unspecified) | -13
O=C(O)C1CSC(c2ccco2)N1 (stereo unspecified) | -4
CO[C@@H]1CN(C)C(=O)c2cc(NC(=O)NC3CCCCC3)ccc2OC[C@@H](C)N(CC2CC2)C[C@H]1C | -4
CC(=O)Nc1ccc(NC(=O)CC2(CC(=O)N3CCOCC3)CCCC2)cc1 | 10
C[C@H]1CC(=O)NCC/C=C\C[C@@H](c2ccc3c(c2)OCO3)NC1=O | 0[25 µM]
CC(C)CN1CC(C(=O)O)CC1=O (stereo unspecified) | 4
CCOc1ccc(CCNC(=O)COC(=O)Cc2ccc(OC)c(OC)c2)cc1OCC | 11
CC(C)C(N)c1csc(Nc2ccc(C(F)(F)F)cn2)n1 (stereo unspecified) | -62
COc1ccc(CN(C)C[C@H]2Oc3ccc(NC(=O)Cc4ccccc4)cc3C(=O)N([C@H](C)CO)C[C@@H]2C)cc1 | 1
O=C(C[C@H]1CC[C@H]2[C@@H](COC[C@H](O)CN2Cc2ccc(F)cc2)O1)NCCc1ccccc1 | -5[25 µM]
Cc1ccc(-n2nc(N)c3c(=O)oc(N(C)C)nc32)cc1 | 3
CCCCC(=O)Nc1ccc(Cl)cn1 | 4
COc1ccc(Nc2nc(C(=O)N3CCc4ccccc4C3)cs2)cc1 | -9
O=C(CCN1C(=O)c2ccccc2S1(=O)=O)NCc1ccc(F)cc1 | 17
O=C(c1cc2nc(-c3ccccc3)cc(C(F)(F)F)n2n1)N1CCOCC1 | -53
c1ccc(Cn2nnc3c(NCC4CCCO4)nc(C4CC4)nc32)cc1 (stereo unspecified) | 9
CCOc1c(Cl)cc(CNCC(C)C)cc1OC | -4
CCOC(=O)c1cc(C#N)c(SC)nc1C | -4
Cc1ccc(F)cc1NC(=O)CSc1nnc(CNC(=O)c2ccco2)n1C | -5
Cc1sc2nc(-c3ccco3)oc(=O)c2c1C | -31
CCCCn1c(N)c(N(CCOC)C(=O)COc2c(C)cccc2C)c(=O)[nH]c1=O | -1
COCCn1c(=O)[nH]c2cc(C(=O)OC)ccc2c1=O | 0
COc1ccccc1CN1CC(C(=O)NCCCc2ccc(F)cc2)CCC1=O (stereo unspecified) | -12
CNC[C@H]1Oc2ccc(NC(=O)CCN3CCOCC3)cc2C(=O)N([C@H](C)CO)C[C@H]1C | 10
O=C1CCCc2nc(N3CCCCC3)sc21 | -67
CC(C)OC(=O)N(C)C[C@H]1OCc2ccccc2-c2ccccc2C(=O)N([C@H](C)CO)C[C@H]1C | -11
COc1ccc(-c2ccc([C@@H]3[C@@H](CO)N(C(=O)c4cccc(F)c4)[C@H]3C#N)cc2)cc1 | -18[25 µM]
C[C@@H]1CN([C@@H](C)CO)C(=O)c2cc(-c3ccncc3)cnc2O[C@@H]1CN(C)C(=O)CN1CCOCC1 | -3[25 µM]
COc1ccccc1OCCSc1nnc(C)n1-c1ccccc1 | -1
CC(=O)Nc1cnc2ccccc2n1 | 1
CCN1C(=O)C=CC1=O | -5[25 µM]
Cc1cc(C)n2nc(C(=O)N/N=C/c3cccs3)nc2n1 | 11
COc1ccccc1CN1C[C@@H]2N[C@H](C1)C2c1ccc(-c2ccc(C#N)cc2)cc1 (stereo partly specified) | 0&2
COc1cccc(NC(=O)C2CSC3(C)CCC(=O)N23)c1 (stereo unspecified) | 4
CCC1NC(=S)NC(C)=C1C(=O)c1ccccc1 (stereo unspecified) | 4
Cc1ccc(CNC(=O)CSc2nnc(CNC(=O)c3ccc(F)cc3)o2)cc1 | 7
CCC(C)C(=O)Nc1cc(OC)c(OC)cc1C(=O)O (stereo unspecified) | 6
O=C(COc1ccccc1)c1cn(CC(=O)N2CCOCC2)c2ccccc12 | -13
Cc1ccc(N2CC(C(=O)OCC(=O)c3c(N)n(CC(C)C)c(=O)n(C)c3=O)CC2=O)cc1 (stereo unspecified) | -3
CC(=O)N1c2ccc(S(=O)(=O)N3CCCCC3)cc2CC1C(=O)Nc1ccc(C)cc1 (stereo unspecified) | 3

Source: PubChem BioAssay
